MITF TRPM1 HTS = activators of MITF-driven TRPM1 promoter reporter, primary screen, cell-based, SK-MEL-5, luciferase, single point | SK-MEL-5 TRPM1-promoter luciferase, 24 h; % of positive control, neutral wells = 0 | hit rate 0.75% among 300,000 | activation, % at 12.5 µM;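 active = mean activation of at least 80% with every replicate also reaching 80%; inconclusive = mean reaches 80% but some replicate falls short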;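 note: 0% = neutral control wells and 100% = parthenolide positive control wells; values of inactives mirror those of a sister screen read the other way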
AddAB inh = growth inhibition of E. coli expressing H. pylori AddAB, primary screen, AddAB inhibitor project, absorbance | hit rate 0.29% among 330,000 | inhibition, % at 11.9 µM; in the data active = inhibition above about 12%;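 note: 0% = vehicle wells of infected cells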
SR-BI DiI-HDL act = activators of SR-BI mediated DiI-HDL uptake, primary screen, ldlA[mSR-BI] CHO cells, DiI fluorescence. 3 h; 100 = double the neutral-control signal. activation, % at 12.5 µM. hit rate 0.096% among 320,000;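 active = mean replicate activation of at least 60% and every replicate at or above 60%; inconclusive = mean or all-replicate condition met, but not both; inactive = mean below 60% and not all replicates reaching 60%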;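 note: 0% = median plate neutral-control signal and 100% = twice that signal; values of inactives mirror those of a sister screen read the other way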
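material = CHO ldlA[mSR-BI] cells | medium = Ham's F12 with 0.5% BSA, HEPES 25 mM, pH 7.4 | reagent = fluorescent DiI-HDL, 10 µg/mL final | compound dosing = single-point compound dose | incubation = 3 h, 37 °C | measured by = bottom-read fluorescence, 550/595 nm | measure = HDL uptake via cellular fluorescence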
Wnt act = Wnt/beta-catenin pathway activators, primary screen, cell-based, plate reader, single point; Wnt/beta-catenin reporter cell assay, activator; activation, % at 9.35 µM; hit rate 1.2% among 300,000; AID 743398, 2014; in the data active = activation above about 30%, passing the limit was not always enough; inconclusive = no clear call, values can overlap the other calls;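 note: 0% = neutral control wells and 100% = positive control wells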
phage Ecoli inh = growth loss of phage-infected E. coli, primary screen, RecBCD inhibitor project, absorbance, with phage, HTS; hit rate 0.26% among 360,000; AID 651602, 2012; inhibition, % at 11.9 µM; in the data active = inhibition above about 11%
SR-BI DiI inh = inhibitors of SR-BI mediated HDL lipid uptake, primary screen, ldlA[mSR-BI] cells, fluorescence, single point | ldlA[mSR-BI] CHO cells, DiI-HDL uptake fluorescence, 3 h | hit rate 0.96% among 320,000 | inhibition, % at 12.5 µM;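 active = mean replicate inhibition of at least 70% and a set share of replicates each scoring 70 or more; inconclusive = meets just one of the two criteria; inactive = fails both criteria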;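 note: 0% = median of neutral control wells and 100% = median of positive control wells; values of inactives mirror those of a sister screen read the other way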
Target sequence (Q61009 whole entry, looked up): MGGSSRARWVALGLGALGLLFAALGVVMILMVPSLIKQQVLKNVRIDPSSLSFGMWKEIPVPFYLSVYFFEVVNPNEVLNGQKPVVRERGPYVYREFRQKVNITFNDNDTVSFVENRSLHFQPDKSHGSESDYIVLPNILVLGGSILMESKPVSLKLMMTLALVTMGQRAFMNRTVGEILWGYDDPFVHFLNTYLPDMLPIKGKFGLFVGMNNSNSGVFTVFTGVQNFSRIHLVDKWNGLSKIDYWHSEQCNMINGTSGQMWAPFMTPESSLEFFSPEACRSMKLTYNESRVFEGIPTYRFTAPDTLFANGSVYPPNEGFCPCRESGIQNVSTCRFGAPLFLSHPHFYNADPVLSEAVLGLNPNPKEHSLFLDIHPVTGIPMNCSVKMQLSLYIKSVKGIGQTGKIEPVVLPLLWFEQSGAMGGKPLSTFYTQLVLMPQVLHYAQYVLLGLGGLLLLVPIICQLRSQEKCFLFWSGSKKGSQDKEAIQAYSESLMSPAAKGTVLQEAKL
CAL PDZ FP-1 = CAL PDZ peptide-binding inhibitors, primary screen, biochemical, fluorescence polarization, Cer-tagged CAL PDZ, HTS | Golgi-associated PDZ and coiled-coil motif-containing protein (Homo sapiens), Q9HD26 | purified CAL PDZ, TMR-peptide fluorescence polarization, 1 h | inhibition, % at 20 µM | hit rate 0.02% among 330,000 | AID 504414, 2011;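 active = highest replicate inhibition of at least 40%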;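 note: plate controls were DMSO neutral control wells for no effect and unlabeled competitor peptide control wells for full effect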
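Material: tagged CAL PDZ protein CerCALP, purified; buffer or medium: sodium phosphate/NaCl buffer pH 7.4 with TCEP, IgG, Thesit; also added: fluorescent TMR peptide probe; schedule: 1 h incubation at room temperature before polarization reading; technique: fluorescence polarization from S- and P-plane intensities, G-factor corrected; control set: unlabelled peptide and DMSO controls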
Ecoli viability = E. coli V3065 growth inhibition, primary screen, counter-screen for AddAB inhibitor project, absorbance, OD600. 18 h. inhibition, % at 11.9 µM. hit rate 0.27% among 330,000;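 active = inhibition above the campaign's mean inhibition across all tested compounds plus 3 SD, cut at about 9.9% in these data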;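 note: uninfected addAB+ strain grown without phage in ampicillin broth; 0% = DMSO wells and 100% = ciprofloxacin 0.95 µg/ml wells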
Tat export inh = E. coli Tat export inhibitors, primary screen, MC4100, TorA-mCherry reporter, fluorescence, single point; hit rate 0.036% among 340,000; inhibition, % at 10 µM; AID 488895, 2010;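 active = mean replicate inhibition at least 50% and at least half of replicates individually reaching 50%; inconclusive = only one of the two criteria met; inactive = neither criterion met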;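 note: exported cargo escapes ClpAP degradation while cytoplasmic cargo is degraded and loses fluorescence; 0% = median of neutral control wells and 100% = median of NaSCN control wells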
CAL PDZ FP-2 = untagged CAL PDZ binding inhibitors, primary screen, biochemical, fluorescence polarization, HTS; Golgi-associated PDZ and coiled-coil motif-containing protein (Homo sapiens), Q9HD26; purified CAL PDZ, TMR-peptide fluorescence polarization, 1 h; inhibition, % at 24.9 µM; hit rate 0.92% among 300,000; AID 602252, 2012;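 active = mean inhibition of at least 30% with at least half of replicates also reaching 30%; inconclusive = no clear call, values can overlap the other calls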;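 note: 0% = DMSO neutral control and 100% = excess unlabeled competitor peptide PRC23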
An asterisk follows results filed as active; ? = inconclusive; nt = no result given. Hits appear at their usual frequency, and some 3.6% of all compounds hit somewhere here.

SMILES	MITF TRPM1 HTS	AddAB inh	SR-BI DiI-HDL act	Wnt act	phage Ecoli inh	SR-BI DiI inh	CAL PDZ FP-1	Ecoli viability	Tat export inh	CAL PDZ FP-2
COc1ccccc1C(=O)NCCC(=O)Nc1ccc(OC(F)(F)F)cc1	-10	2.5	nt	-2	2.2	nt	-2.7	0.6	4	-3
COc1ccc2c(c1)[nH]c1c(=O)n(CCN(C)C)cnc12	-4	0.2	9	-2	3.6	-9	-0.6	-1.5	-8	-2
CCOc1cccc(-c2nc3c(s2)CCc2onc(-c4cccc([N+](=O)[O-])c4)c2-3)c1	14	5.3	4	-1	4.0	-4	-0.6	-2.0	-3	-1
CCOC(=O)Cn1cnc2c(nnn2-c2ccc(OC)cc2)c1=O	4	0.6	20	nt	1.9	-20	-0.2	-0.7	-4	nt
CCCC[C@@H]1C[C@H]1[C@@H](NC(=O)c1ccco1)c1ccc(Cl)cc1	9	3.5	-5	-4	1.9	5	0.9	-0.2	-3	0
COc1ccc(Cc2nnc(NC(=O)c3ccc(F)cc3)s2)cc1OC	-8	-1.0	9	0	-2.7	-9	0.7	-2.8	9	nt
Cc1nn(-c2ccccc2)c(N2CCCC2)c1/C=N/NC(=O)c1cc2ccccc2cc1O	7	5.1	-71	10	4.0	?	-0.4	1.6	2	-4
OC1CCCN(Cc2cn(Cc3ccccc3)nc2-c2cc3ccccc3o2)C1 (centres undefined)	1	2.7	3	-1	3.6	-3	-1.5	-1.3	-3	2
CN(C)c1ccc(N=C/C=C2/N(C)c3ccccc3C2(C)C)cc1	-4	nt	-20	-4	5.7	20	-3.9	nt	1	4
Cc1ccccc1Cn1nc(C)c(NC(=O)C2c3ccccc3Oc3ccccc32)c1C	-11	0.9	17	0	2.5	-17	1.2	-1.8	-8	0
O=C(NNC(=O)c1ccc(NC(=O)c2ccccc2)cc1)Nc1ccccc1	-2	3.5	-4	-2	0.5	4	0.8	1.6	-2	nt
CCOc1ccc2nc(NCCCNS(=O)(=O)c3ccccc3)c(C#N)cc2c1	nt	-0.5	-28	-5	2.1	28	-0.6	2.4	18	-4
Cc1cccc(NC(=O)c2cc([N+](=O)[O-])ccc2NC2CCCCC2)c1	-17	3.0	-50	-1	3.9	50	-1.6	2.0	9	-6
Cn1c2c(c(=O)[nH]c1=O)C(c1ccc(O)cc1)C1=C(N2)c2ccccc2C1=O (centres undefined)	1	5.0	10	1	4.5	-10	-0.5	2.4	2	0
CCc1nnc(NC(=O)CSc2nnc(-c3ccccc3NC(=O)c3ccccc3)o2)s1	-2	-1.9	-19	-12	-2.7	19	-0.7	-2.9	7	-1
COC(=O)c1ccc(OCc2nc(N)nc(N3CCOCC3)n2)cc1	4	1.0	4	nt	-0.9	-4	nt	1.3	-1	-1
COc1ccccc1-n1c(=O)c2c3c(sc2n2c(=S)[nH]nc12)CCC3	-2	0.5	15	1	1.8	-15	-1.0	0.2	0	-2
COc1ccc(OCC(=O)Nc2nnc(C)s2)cc1	6	3.3	5	0	1.6	-5	-0.6	1.6	1	1
Cc1ccc(NC(=O)CC(N)=S)cc1	nt	1.7	-7	-1	2.2	7	-0.5	2.5	-1	1
CCc1nnc(NC(=O)c2ccc(S(=O)(=O)N(C)c3ccccc3)cc2)o1	-5	-1.3	9	nt	0.5	-9	-0.9	-6.1	-1	-4

Only Wnt act, phage Ecoli inh and CAL PDZ FP-2 (4 entries from above):
SMILES	Wnt act	phage Ecoli inh	CAL PDZ FP-2
CCc1nnc(NC(=O)c2ccc(S(=O)(=O)N(C)c3ccccc3)cc2)o1	nt	0.5	-4
COC(=O)c1ccc(OCc2nc(N)nc(N3CCOCC3)n2)cc1	nt	-0.9	-1
CCc1nnc(NC(=O)CSc2nnc(-c3ccccc3NC(=O)c3ccccc3)o2)s1	-12	-2.7	-1
O=C(NNC(=O)c1ccc(NC(=O)c2ccccc2)cc1)Nc1ccccc1	-2	0.5	nt

Individual results from above.
`CCc1nnc(NC(=O)c2ccc(S(=O)(=O)N(C)c3ccccc3)cc2)o1` in CAL PDZ FP-1 is entered as -0.9
`COC(=O)c1ccc(OCc2nc(N)nc(N3CCOCC3)n2)cc1` in MITF TRPM1 HTS is entered as 4

(list continues)
SMILES	MITF TRPM1 HTS	AddAB inh	SR-BI DiI-HDL act	Wnt act	phage Ecoli inh	SR-BI DiI inh	CAL PDZ FP-1	Ecoli viability	Tat export inh	CAL PDZ FP-2
Cc1cc2nc3c(=O)n(C4CCCCC4)c(=O)[nH]c3nc2cc1N	34	nt	-3	-1	2.8	3	-1.6	nt	0	-2
O=C(O)c1cccc2cccc(-c3c4ccc(=O)c(O)c-4oc4c(O)c(O)ccc34)c12	-29	nt	-14	0	4.4	14	3.2	nt	-3	-1
Cc1cc(Nc2ccc(C)c(Cl)c2)nc(N2CCOCC2)n1	nt	-0.2	nt	-2	1.8	nt	nt	-2.0	nt	nt
COc1ccc(NC(=O)Nc2ccc3nc(C)c(C)nc3c2)cc1	44	2.1	-12	0	2.6	12	-0.6	-0.3	1	-3
Cc1cc(C)nc(SCCc2ccncc2)n1	1	3.7	9	nt	3.5	-9	0.3	-0.3	-5	0
N#CCCN/N=C(\Cc1nc2ccccc2[nH]1)c1ccccc1	-6	0.8	4	nt	3.5	-4	0.0	-1.2	-2	1
C1CC1Cc1noc(CN2CCN(CC3CC3)CC2)n1	1	4.0	14	3	0.7	-14	-1.2	1.0	-2	3
CCN(CC)CCn1c(NC(=O)c2ccc(Cl)cc2)nc2ccccc21	1	-5.1	-39	8	0.2	39	-3.3	-4.4	3	-3
O=C(COC(=O)c1ccc(Cl)nc1)Nc1cc(S(=O)(=O)N2CCCCC2)ccc1Cl	-3	1.0	-22	1	2.0	22	-0.3	1.4	2	3
Cc1ccc(NCc2nnc(SCC(=O)c3ccccc3)n2Cc2ccco2)c(C)c1	nt	3.3	-41	nt	-2.7	41	-0.4	-1.4	3	-4
Cc1cc(C)cc(Oc2ncnc3c2ncn3Cc2c(Cl)cccc2Cl)c1	-11	1.2	-15	nt	5.0	15	-1.1	1.7	17	nt
CC(=O)N/C(=C\c1cccs1)C(=O)O	9	1.7	17	13	3.6	-17	-1.1	-0.8	-8	nt
CC1CC(C)CN(C(=O)c2ccc3ncsc3c2)C1 (centres undefined)	-8	0.9	-12	-2	3.2	12	0.1	0.2	-8	2
CC(C)(C)c1ccc(Cn2nnc3c(=O)[nH]c(C4CCCN(C(=O)c5ccco5)C4)nc32)cc1 (centres undefined)	-3	3.5	nt	-2	-2.3	nt	-3.5	-1.2	20	-1
O=C(O)c1ccc(N2C(=O)c3cccc(Oc4ccc(Cl)cc4)c3C2=O)cc1	-2	0.2	3	0	2.0	-3	-3.1	0.3	-2	-3
Cc1ccc(C(=O)OCC(=O)NC2CCCC2)cc1C	15	-0.7	17	2	2.6	-17	-0.1	-2.0	2	3
CC(C)(C)OC(=O)N1CCC(C(=O)Nc2cccc(C(=O)N3CCCC3)c2)CC1	-11	nt	10	-2	1.7	-10	-1.0	nt	0	-2
O=C(O)c1ccc2c3n(nc2c1)-c1ccc(Cl)cc1CO3	nt	3.2	nt	36*	2.9	nt	nt	-0.2	nt	nt
Cc1ccc(-c2nn(C)c(=O)c3ccccc23)cc1CNC(=O)/C=C/c1ccccc1	nt	-2.9	-12	5	-0.8	12	-3.4	0.7	-4	5
CCN1C(=O)CC(NNC(=O)c2ccccc2)C1=O (centres undefined)	nt	1.6	29	4	2.3	-29	-0.2	-1.6	3	-2
O=C(Nc1ccc(NC(=O)c2ccccc2Cl)cc1)c1cccnc1	27	2.4	-1	-4	0.9	1	-3.7	0.4	1	-6
O=C(c1cc(-c2ccc(O)cc2)on1)N1CCc2ccccc2C1	21	2.7	-31	2	2.3	31	0.6	1.7	11	-2
N#Cc1ccc(Oc2cnccn2)cc1	0	-0.4	nt	0	-0.5	nt	-2.0	-2.1	-11	-3
COc1cc2ccccc2cc1C(=O)Nc1ccccc1C	12	nt	-75	38*	1.3	?	-6.3	nt	-1	-1
CCOc1ccccc1N1CCN(C(=S)Nc2ccc(S(=O)(=O)Nc3ncccn3)cc2)CC1	-5	3.2	2	1	-0.4	-2	0.0	1.7	-1	-3
CCC(=O)N1CCc2cc(S(=O)(=O)CCC(=O)NCc3ccc(C)cc3)ccc21	-5	-0.7	13	0	-1.6	-13	-1.5	1.9	-6	nt
O=C(/C=C/c1ccccc1[N+](=O)[O-])Nc1cccnc1	28	4.5	17	16	3.3	-17	-0.6	0.7	0	-1
N#Cc1ccc(-c2csc(NC3=NCCCCC3)n2)cc1	9	nt	-75	?	3.4	75*	-0.7	nt	5	0
Cc1cc(NC(=O)CSc2nc3ccccc3c(=O)n2Cc2ccc(F)cc2)no1	nt	-0.2	-18	nt	4.5	18	1.3	0.0	-2	-1
CC(C)(C)OC(=O)C[C@H]1C/C=C\C[C@@H](CC(=O)N(CCO)Cc2ccccc2)C(=O)NC[C@@H](c2ccccc2)OC1=O	3	-2.2	10	-4	3.0	-10	-0.7	-3.7	-8	-7
Nc1ncnc2c1ncn2C1CCCO1 (centres undefined)	11	-0.4	11	-3	3.2	-11	0.1	0.0	-1	-1
O=c1c(Br)c(NCc2ccccc2)cnn1-c1ccc(F)cc1	72	-1.4	26	4	3.7	-26	-2.0	0.9	1	-4
COc1ccc(Cl)cc1NC(=O)C1CC(c2ccccc2O)=NO1 (centres undefined)	-1	-0.2	-17	0	3.0	17	nt	-0.9	-11	0
O=C(COC(=O)C1CC(O)CN1S(=O)(=O)c1ccc(Cl)cc1)c1cccc(Cl)c1 (centres undefined)	-8	0.0	26	-3	2.5	-26	-1.3	-0.2	-4	-2
Cc1nnc(NC(=O)CSc2nnc(C(C)NC(=O)c3ccccc3F)n2C)s1 (centres undefined)	11	4.7	18	0	2.0	-18	-3.2	-2.7	-3	-1
CCOCCCNc1ccc(N2C(=O)C3CCCCC3C2=O)cc1[N+](=O)[O-] (centres undefined)	3	-0.1	7	3	-0.8	-7	-1.9	-2.4	0	-1
